Screens as filed in PubChem BioAssay.
hIAP block: human IAP inhibition; P09923; purified IAP, CDP-Star luminescence, 30 min; inhibition, % at 10 µM; 0.12% of 330,000 active; AID 2544;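 active = inhibition reaching a set limit with compound at 10 µM in the primary screen, cut at about 35% in these data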;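 note: plate controls were DMSO wells with enzyme for no effect and no-enzyme buffer wells for full effect; values of inactives mirror those of a sister screen read the other way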
Target sequence (P09923 whole entry, looked up): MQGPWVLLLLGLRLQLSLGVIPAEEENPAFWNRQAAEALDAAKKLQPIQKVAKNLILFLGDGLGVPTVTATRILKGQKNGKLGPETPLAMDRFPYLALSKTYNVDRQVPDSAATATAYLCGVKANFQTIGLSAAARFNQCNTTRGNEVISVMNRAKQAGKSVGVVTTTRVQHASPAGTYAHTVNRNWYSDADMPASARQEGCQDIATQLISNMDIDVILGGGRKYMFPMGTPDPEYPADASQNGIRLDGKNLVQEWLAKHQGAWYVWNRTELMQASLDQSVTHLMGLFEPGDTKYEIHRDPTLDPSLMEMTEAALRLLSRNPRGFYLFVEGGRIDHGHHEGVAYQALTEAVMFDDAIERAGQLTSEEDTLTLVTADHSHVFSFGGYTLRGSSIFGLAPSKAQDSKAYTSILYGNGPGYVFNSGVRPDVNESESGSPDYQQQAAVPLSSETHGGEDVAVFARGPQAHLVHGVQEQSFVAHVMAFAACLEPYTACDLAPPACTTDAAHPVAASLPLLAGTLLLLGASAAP
mIAP block: mouse IAP inhibition; 0.2% of 330,000 active; AID 2806; inhibition, % at 10 µM; purified mouse IAP, CDP-Star luminescence, 30 min;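 active = inhibition of at least 40% at 10 µM in the primary screen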;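 note: plate controls were DMSO with enzyme for no effect and no enzyme wells for full effect; values of inactives mirror those of a sister screen read the other way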
APOBEC3G inh: inhibitors of human APOBEC3G DNA deaminase; inhibition, % at 20 µM; 0.28% of 330,000 active; recombinant A3G, ssDNA deamination FAM/TAMRA fluorescence;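 active = inhibition of at least 40% at 20 µM, with no more than 30% in the related APOBEC3A deaminase screen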;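 note: plate controls were DMSO wells with A3G for no effect and wells lacking A3G enzyme for full effect; some compounds called inactive have numbers as strong as hits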
NLRP3 yeast inh: NALP3 inhibition in yeast; Yeast reconstituted NLRP3/ASC/caspase-1, beta-gal luminescence, 24 h; 0.39% of 330,000 active; AID 2825; inhibition, % at 10 µM;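 active = inhibition of 50% or more; inactive = inhibition below 50%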;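 note: plate controls were induced DMSO wells for no effect and uninduced yeast grown without galactose for full effect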
A3A deaminase: human APOBEC3A DNA deaminase inhibition; P31941; recombinant A3A, FAM/TAMRA ssDNA deamination fluorescence; inhibition, % at 20 µM; 0.41% of 330,000 active;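 active = at least 40% inhibition at 20 µM here, with at most 30% in a related deaminase screen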;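 note: plate controls were A3A with DMSO for no effect and wells lacking A3A enzyme for full effect; some results filed as inactive read as strong as hits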
Target sequence (P31941 whole entry, looked up): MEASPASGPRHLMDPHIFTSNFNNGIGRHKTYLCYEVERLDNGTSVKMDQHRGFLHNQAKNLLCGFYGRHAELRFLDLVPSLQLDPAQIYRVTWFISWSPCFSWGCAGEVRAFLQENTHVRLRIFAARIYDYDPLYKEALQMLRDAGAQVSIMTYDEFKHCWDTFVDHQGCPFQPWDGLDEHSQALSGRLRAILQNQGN
tim10-1 inh: inhibits growth of tim10-1 mutant yeast | AID 463190 | 2.2% of 330,000 active | S. cerevisiae tim10-1 ts strain growth, BacTiter-Glo, 24 h | inhibition, % at 20 µM;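 active = inhibition of at least 40%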;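 note: mutant grown at 25 °C; 0% = DMSO wells with yeast and 100% = wells holding no yeast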
mIAP act: increases mouse intestinal alkaline phosphatase activity; muIAP, CDP-Star luminescence, 30 min; hits give high values; 1 = vehicle-only enzyme signal, 0 = enzyme-free wells; activation factor at 10 µM; 0.24% of 330,000 active;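 active = activation factor of at least 2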; note: the source names both 10 and 20 µM as test concentration; values of inactives mirror those of a sister screen read the other way
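Assay system: mouse IAP enzyme / Compound: DMSO-dissolved test compounds / Timing: 30 min, room temperature / Measured by: luminescence from enzymatic CDP-Star hydrolysis / Control set: DMSO-only wells, enzyme-free buffer wells as negative control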
TIM10 inh: inhibits growth of TIM10 yeast strain; S. cerevisiae TIM10 strain growth, BacTiter-Glo luminescence, 24 h; 1.4% of 330,000 active; inhibition, % at 10 µM; AID 463195;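 active = inhibition of 40% or more at the single tested concentration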;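 note: wild-type TIM10 isogenic control strain grown at permissive 25 °C; 0% = DMSO yeast wells and 100% = minimal medium wells without yeast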
MIN6 prolif: MIN6 beta-cell proliferation induction; proliferation, % at 10 µM; MIN6 cells proliferation, ATPlite luminescence, 48 h; cells starved in 0.2% serum; 100% = growth in 10% serum; 0.29% of 330,000 active; AID 2380;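 active = compounds whose signal lies at least 3.5 SD above the mean of all wells on their plate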;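 note: 0% = DMSO-treated cells in low-serum medium and 100% = 10% serum control; some compounds called inactive have numbers as strong as hits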
Active calls of the source: *.

SMILES	hIAP block	mIAP block	APOBEC3G inh	NLRP3 yeast inh	A3A deaminase	tim10-1 inh	mIAP act	TIM10 inh	MIN6 prolif
CCc1ccc(-c2cc(C(=O)NCCCn3ccnc3)c3ccccc3n2)s1	-5	11	-3	10	3	10	0.89	15	-4
COC(=O)C1=C(C)N(Cc2ccco2)C(=O)N[C@@H]1c1cccc(C(F)(F)F)c1	1	16	-1	12	-1	23	0.84	5	-3
O=C(O)C1CCC(NSc2ccccc2[N+](=O)[O-])CC1 (stereo not given)	-3	4	-6	9	-10	28	0.96	15	-6
O=C(c1nc(-c2ccccc2)n(-c2ccccc2)n1)N1CCN(S(=O)(=O)c2ccccc2)CC1	-3	4	-5	0	-1	8	0.96	8	-2
Cc1cccc(NC(=O)c2cc(-c3cc(C)ccc3O)n[nH]2)c1	-104	-16	-7	1	-3	-2	1.2	-4	2
CCC1CCCCN1CCCNC(=O)Cn1ncc2c([nH]c3ccc(C)cc32)c1=O (stereo not given)	-23	1	-5	6	0	19	0.99	-1	-2
C=CCc1cccc([C@@H]2[C@@H](C)CC[C@H]3C(=O)N4[C@@H](c5cc(OC)c(OC)c(OC)c5)c5[nH]c6ccccc6c5C[C@H]4C(=O)N23)c1	-5	-4	-6	17	1	7	1	7	-7
CCOC(=O)C1CCCN(c2c(NCCN3CCCCC3C)c(=O)c2=O)C1 (stereo not given)	-2	-13	-10	8	-2	12	1.1	-11	3
O=C(Nc1ccc(F)c(Cl)c1)Nc1csc2ccccc12	8	-387	-8	50	-4	0	4.9*	-10	-3
COC(=O)c1oc2ccc(Cl)cc2c1NC(C)=O	6	-1	-6	17	-4	10	1	-1	0
CCOc1cc(/C=N\NC(=O)Cn2nnc3ccccc32)ccc1O	-4	7	-6	-12	-2	17	0.93	17	0
COc1ccc(-c2nnc(SCC(=O)c3cccs3)o2)c(OC)c1	-1	-7	-9	13	-4	-1	1.1	-7	-2
Cc1ccc2c(c1C)NC(=O)CC(c1ccccc1O)=N2	13	1	-2	24	-1	10	0.99	1	0
CCOc1ccccc1NC(=O)Cn1nnc(C(=O)Nc2ccccc2Cl)c1N	-64	-6	-8	10	-2	21	1.1	-36	-2
CCOc1ccc(/C(CCC(=O)O)=N/NC(=O)c2cccc(S(=O)(=O)Nc3ccccc3OC)c2)cc1	-7	-2	-2	14	-3	-17	1	9	-3
COc1ccc(N2CCN(CC(=O)Nc3cc(C)cc(C)c3)CC2)cc1	-22	-1	4	12	-6	1	1	4	-1
COc1ccc(CN2CN(C3CCCC3)CSC2=S)cc1	-7	3	-1	27	0	20	0.97	8	-4
COc1ccc(CCNc2ccc(C)cc2)cc1	1	5	-6	0	-6	22	0.95	10	-1
COc1cccc(-c2nc(CS(=O)(=O)CC(=O)N3CCOCC3)c(C)o2)c1	-23	-2	5	-6	-2	-6	1	-1	-3
Cc1cc2c(=O)[nH]c(Cc3ccccc3)nc2s1	4	8	-5	1	-2	-2	0.92	3	1
O=[N+]([O-])c1cc([N+](=O)[O-])c2c(=Nc3ccccc3)n(-c3ccccc3)n(O)c2c1	16	5	-5	20	4	18	0.95	50*	-6
COc1ccc(NC(=O)CN2C(=O)/C(=C3\SC(=S)N(CCC(=O)O)C3=O)c3ccccc32)cc1	-14	-3	53*	-10	-1	6	1	2	0
COc1ccc(C(C)=O)c(Oc2ccc(S(=O)(=O)N3CCOCC3)cn2)c1	11	16	-2	3	0	-9	0.84	5	-2
COc1ccc(NC(=O)CN(C)C(=O)C(CCSC)NC(=O)c2ccccc2)cc1 (stereo not given)	-7	8	-6	4	-3	1	0.92	-12	0
Cc1cccc(NC(=O)[C@@H]2CCCN2C(=O)OC(C)(C)C)c1	-6	-7	-10	9	-4	-6	1.1	-14	-1

In the list so far, these contain a COOH group.
SMILES	hIAP block	mIAP block	APOBEC3G inh	NLRP3 yeast inh	A3A deaminase	tim10-1 inh	mIAP act	TIM10 inh	MIN6 prolif
O=C(O)C1CCC(NSc2ccccc2[N+](=O)[O-])CC1 (stereo not given)	-3	4	-6	9	-10	28	0.96	15	-6
CCOc1ccc(/C(CCC(=O)O)=N/NC(=O)c2cccc(S(=O)(=O)Nc3ccccc3OC)c2)cc1	-7	-2	-2	14	-3	-17	1	9	-3
COc1ccc(NC(=O)CN2C(=O)/C(=C3\SC(=S)N(CCC(=O)O)C3=O)c3ccccc32)cc1	-14	-3	53*	-10	-1	6	1	2	0

Some values from the results shown:
hIAP block with COC(=O)c1oc2ccc(Cl)cc2c1NC(C)=O : 6
hIAP block with CCOC(=O)C1CCCN(c2c(NCCN3CCCCC3C)c(=O)c2=O)C1 (stereo not given) : -2

Whole records, quoted from the list. Order of screens: hIAP block, mIAP block, APOBEC3G inh, NLRP3 yeast inh, A3A deaminase, tim10-1 inh, mIAP act, TIM10 inh, MIN6 prolif
Shown for Cc1cc2c(=O)[nH]c(Cc3ccccc3)nc2s1 → 4, 8, -5, 1, -2, -2, 0.92, 3, 1
Shown for COC(=O)c1oc2ccc(Cl)cc2c1NC(C)=O → 6, -1, -6, 17, -4, 10, 1, -1, 0
Shown for CCOC(=O)C1CCCN(c2c(NCCN3CCCCC3C)c(=O)c2=O)C1 (stereo not given) → -2, -13, -10, 8, -2, 12, 1.1, -11, 3
Shown for O=[N+]([O-])c1cc([N+](=O)[O-])c2c(=Nc3ccccc3)n(-c3ccccc3)n(O)c2c1 → 16, 5, -5, 20, 4, 18, 0.95, 50*, -6

Later entries:
SMILES	hIAP block	mIAP block	APOBEC3G inh	NLRP3 yeast inh	A3A deaminase	tim10-1 inh	mIAP act	TIM10 inh	MIN6 prolif
CCSc1ccc2nnc(-c3cccs3)n2n1	6	-5	1	-1	26	33	1	6	5
O=[N+]([O-])c1ccc(-n2nnnc2CN2CCOCC2)cc1	-5	-1	-3	13	-1	11	1	-1	-1
Cc1nc2oc3ccccc3c(=O)c2cc1C(=O)O	-2	8	-8	28	-5	-10	0.92	10	0
COc1ccc(-c2nc(C#N)c(NC(C)C)o2)cc1	-8	2	-2	18	-3	16	0.98	-16	0
COc1cc(C(=S)N2CCOCC2)ccc1OS(=O)(=O)c1ccccc1[N+](=O)[O-]	-10	6	-5	-8	-1	15	0.94	12	-4
CCCn1nnc(NC(=O)C(C)Oc2ccc(Cl)cc2Cl)n1 (stereo not given)	5	-4	1	27	2	6	1	1	-1
CC(=O)Nc1nnc(SCC(=O)c2ccc(F)cc2)s1	5	7	-9	14	-5	16	0.93	13	-2
Cc1cc(N2C(=O)CCC2=O)ccc1NC(=O)c1cccs1	12	-2	-1	-1	0	4	1	0	0
O=C(OCC(=O)N1CCCc2ccccc21)c1cc(S(=O)(=O)N2CCOCC2)ccc1F	5	10	-2	12	6	16	0.9	4	-6
CN(C)c1nc(NN)nc(Nc2ccc(F)cc2)n1	-13	-8	0	26	5	5	1.1	-5	-4
Cc1sc2ncn(CC(=O)OCC(=O)NC(C)(C)C)c(=O)c2c1C	14	-8	-1	5	2	15	1.1	-6	-2
Cc1ccc(N2C(=O)c3ccccc3C2C(=O)c2ccc(C)c(C)c2O)cc1 (stereo not given)	-18	7	10	6	3	21	0.93	12	-4
C=CCn1c(SCC(=O)c2cc(C)n(C)c2C)nnc1-c1ccncc1	-3	0	-11	-4	3	18	1	7	0
CCOc1ccc(C(C)=O)cc1COC(=O)c1cccnc1SC	5	5	-1	27	15	4	0.95	-6	-4
CC(C)n1cc(-c2nc(C(=O)NN)cs2)c(=O)n(Cc2ccccc2)c1=O	-4	7	-6	14	0	22	0.93	20	0
CCOc1ccc(Cc2nnc(SCC(=O)Nc3ccc(OC)cc3)n(N)c2=O)cc1	-5	1	-5	9	1	-17	0.99	-5	-5
O=C(Nc1cccc([N+](=O)[O-])c1)C1CCN(C(=O)Cc2ccccc2)CC1	4	0	-6	1	-2	4	1	-4	3
CCC(CC)N1CCN(S(=O)(=O)c2ccc(OC)cc2)CC1	-12	0	-12	22	-6	9	1	-10	0
CCn1cc(C(=O)NCc2ccc(C)cc2)c(=O)c2cc(S(=O)(=O)N(C)C)ccc21	1	1	-1	-22	-7	15	0.99	-9	-1
Cc1ccc(NCC(=O)N/N=C/c2cccn2C)cc1	-27	5	-4	12	-1	2	0.95	-2	0
COc1ccc(CC(=O)NNC(=O)CCC(=O)Nc2cc(C)ccc2C)cc1	-16	25	-7	-3	-4	-2	0.75	-2	-3
CCCSc1nc(N2CCOCC2)c2c(c1C#N)CC(C)(C)SC2	-45	-2	8	6	-3	20	1	3	-5
CN(C(=O)COc1ccc([N+](=O)[O-])cc1)C1CCS(=O)(=O)C1 (stereo not given)	-8	0	-7	-3	0	-4	1	-6	2
COc1ccccc1CNC(=O)N1CCN(S(=O)(=O)c2ccc(Cl)cc2)CC1	0	4	-9	1	-2	-30	0.96	5	0
C/C(CC(=O)Nc1ccc(Cl)c(C(F)(F)F)c1)=N\NC(N)=S	-12	0	-3	2	-2	21	1	1	-4
(continued)
SMILES	hIAP block	mIAP block	APOBEC3G inh	NLRP3 yeast inh	A3A deaminase	tim10-1 inh	mIAP act	TIM10 inh	MIN6 prolif
COc1ccc(-c2sc3cc4c(cc3c2C#Cc2cncn2C)OCO4)cc1	-6	1	-6	-33	-3	7	0.99	13	-6
COc1ccc(-c2cc3nc(C)c(CCC(=O)NCc4ccc(F)cc4)c(C)n3n2)c(OC)c1	6	-6	-2	6	-2	22	1.1	17	-3
CCOc1ccc(C(=O)COc2ccc(NC(C)=O)cc2)cc1	-13	2	-1	5	-4	16	0.98	5	-5
CCOC(=O)COc1ccc(Br)cc1/C=C\c1[nH]c(=O)[nH]c(=O)c1[N+](=O)[O-]	-12	11	6	7	3	2	0.89	-22	0
O=C(CCC(=O)Nc1ccccc1)NNC(=O)c1ccccc1Cl	0	17	-9	-6	-3	0	0.83	8	0
O=S(=O)(NCC(c1ccco1)N1CCCCC1)c1cccc(C(F)(F)F)c1 (stereo not given)	0	8	-4	14	-1	25	0.92	12	-1
COc1ccc(Nc2nc(N)nc(CSc3nc(C)cc(C)n3)n2)cc1	2	-3	-3	10	3	-5	1	11	3
CCOC(=O)C(C)n1cnc2c(nnn2Cc2ccc(C)cc2)c1=O (stereo not given)	5	-4	-8	22	-3	-16	1	3	-1
CCOc1cc(Br)ccc1S(=O)(=O)NCc1ccccc1	-22	-6	-5	-5	-4	21	1.1	17	-1
Cc1onc(-c2ccccc2Cl)c1C(=O)NCc1nc(-c2ccc(C(F)(F)F)cc2)no1	-14	8	-5	9	-3	24	0.93	10	-4
COCCOC(=O)c1c(C)nc(SCC(=O)Nc2ccc(C)cc2)c(C#N)c1-c1ccco1	-3	3	-4	-4	-4	5	0.97	9	1
COc1cccc([C@@H]2CC=C(C(=O)O)[C@H](c3ccccc3F)N2S(=O)(=O)c2ccc(C)cc2)c1	17	4	-10	0	-6	15	0.96	12	-4
